Cardiac RTF inh = cardiac RTF calcium sensitivity inhibitors, primary screen, biochemical, IANBD-TnC fluorescence, EC70 calcium. Troponin I, cardiac muscle (Homo sapiens) + Troponin T, cardiac muscle (Homo sapiens) + …. IANBD-labeled cardiac RTF, Ca2+ fluorescence. inhibition, % at 7.15 µM. 340,000 compounds, 0.12% hits. AID 493244, 2011;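 active = inhibition above the mean inhibition of all tested compounds plus 3 SD, cut at about 17% in these data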;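 note: assay run at fixed EC70 calcium of 1.6 mM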
MOR-DOR ag = agonists of OPRM1-OPRD1 heterodimerization, primary screen, cell-based, luminescence | cells | activation, % at 9.3 µM | 340,000 compounds, 0.3% hits | AID 504326, 2011; in the data active = activation above about 18%;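 note: 0% = vehicle-treated cells and 100% = reference agonist; values of inactives mirror those of a sister screen read the other way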
Target sequence (P35372 whole entry, looked up): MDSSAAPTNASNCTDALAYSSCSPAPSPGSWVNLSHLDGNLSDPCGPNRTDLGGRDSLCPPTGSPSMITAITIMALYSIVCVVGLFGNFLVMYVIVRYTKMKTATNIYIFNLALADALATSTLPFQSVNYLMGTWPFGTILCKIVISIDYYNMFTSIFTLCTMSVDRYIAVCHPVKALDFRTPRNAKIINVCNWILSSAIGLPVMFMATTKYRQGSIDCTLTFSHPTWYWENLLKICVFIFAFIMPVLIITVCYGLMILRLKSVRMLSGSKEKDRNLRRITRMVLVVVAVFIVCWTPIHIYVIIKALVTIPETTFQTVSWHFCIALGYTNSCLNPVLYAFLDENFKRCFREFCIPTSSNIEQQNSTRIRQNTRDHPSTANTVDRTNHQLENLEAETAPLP
Target sequence (P41143 whole entry, looked up): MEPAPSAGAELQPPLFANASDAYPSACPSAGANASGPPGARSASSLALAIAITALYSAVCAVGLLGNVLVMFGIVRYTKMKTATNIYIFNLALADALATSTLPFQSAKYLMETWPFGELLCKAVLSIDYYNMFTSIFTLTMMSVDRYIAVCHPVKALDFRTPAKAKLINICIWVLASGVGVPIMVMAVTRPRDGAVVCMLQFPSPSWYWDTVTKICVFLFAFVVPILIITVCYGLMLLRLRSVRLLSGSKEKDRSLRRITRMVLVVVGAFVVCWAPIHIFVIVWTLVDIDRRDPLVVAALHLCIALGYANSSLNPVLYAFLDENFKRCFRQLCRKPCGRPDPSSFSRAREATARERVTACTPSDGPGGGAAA
HTR5A ag ctr = HTR5A agonists in luminescence cell assay, primary screen, counter-screen for OPRM1-OPRD1 heterodimer agonist project, full-deck HTS; cell-based; 340,000 compounds, 0.61% hits; 5-hydroxytryptamine receptor 5A (Homo sapiens), P47898; activation, % at 9.3 µM; AID 504692, 2011; in the data active = activation mostly above about 9.5%, no sharp cut-off; inactive = mostly below about 7.6%;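 note: 0% = cells with vehicle only and 100% = reference agonist; strong numbers were not always called active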
HTR5A inv ag = HTR5A inverse agonists in luminescence cell assay, primary screen, counter-screen for OPRM1-OPRD1 heterodimer inverse agonist project, full-deck HTS; 340,000 compounds, 0.083% hits; AID 504634, 2011; inhibition, % at 9.3 µM; HTR5A cell line, inverse agonism; 5-hydroxytryptamine receptor 5A (Homo sapiens), P47898; in the data active = inhibition mostly above about 23%, no sharp cut-off; inactive = mostly below about 18%;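 note: 0% = cells with DMSO and 100% = no-cell wells with DMSO; some compounds called inactive have numbers as strong as hits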
LANA DNA inh = inhibitors of KSHV C-LANA binding to DNA, primary screen, biochemical, fluorescence polarization, FAM-LBS DNA, MBP-C-LANA, single point; Kaposi's sarcoma herpesvirus LANA C-terminal domain (residues 932-1162) DNA binding; inhibition, % at 9 µM; 340,000 compounds, 0.078% hits; AID 504423, 2011;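 active = highest replicate inhibition at or above 60% at 9 µM, even if other replicates fall short; inactive = all replicates below 60% inhibition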;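 note: 0% = neutral control wells and 100% = 4 µM acridine orange control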
RTF Ca sens act = cardiac RTF calcium sensitivity activators, primary screen, biochemical, IANBD-TnC fluorescence, EC20 calcium; activation, % at 7.2 µM; Troponin I, cardiac muscle (Homo sapiens) + Troponin T, cardiac muscle (Homo sapiens) + …; IANBD-labeled TnC RTF fluorescence at EC20 calcium; 0% EC20 calcium, 100% full calcium; 340,000 compounds, 0.24% hits; AID 493008, 2010;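 active = activation above the mean over all tested compounds plus 3 SD, cut at about 30% in these data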;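 note: rise in fluorescence read as greater calcium sensitivity of cardiac thin filaments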
CAL-PDZ inh HTS = untagged CAL PDZ binding inhibitors, primary screen, biochemical, fluorescence polarization, HTS; Golgi-associated PDZ and coiled-coil motif-containing protein (Homo sapiens), Q9HD26; purified CAL PDZ, TMR-peptide fluorescence polarization, 1 h; inhibition, % at 24.9 µM; 300,000 compounds, 0.92% hits; AID 602252, 2012;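 active = mean inhibition of at least 30% with at least half of replicates also reaching 30%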;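 note: 0% = DMSO neutral control and 100% = excess unlabeled competitor peptide PRC23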
Keap1-Nrf2 PPI = Keap1-Nrf2 protein-protein interaction inhibitors, primary screen, biochemical, fluorescence polarization, single point; Kelch-like ECH-associated protein 1 (Homo sapiens), Q14145; Keap1 Kelch-Nrf2 peptide fluorescence polarization, 1536-well; inhibition, % at 9.4 µM; 340,000 compounds, 0.15% hits; in the data active = inhibition above about 12%;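 note: human Keap1 Kelch domain with fluorescein labeled Nrf2 9mer peptide probe; 0% = neutral control wells and 100% = peptide positive control; higher means more block of Keap1 binding to Nrf2 peptide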
MOR-DOR inv ag = inverse agonists of MOR-DOR heterodimerization, primary screen, cell-based, luminescence | 340,000 compounds, 0.21% hits | cell-based MOR-DOR heterodimer luminescence, inverse agonism | Mu-type opioid receptor (Homo sapiens) + Delta-type opioid receptor (Homo sapiens), … | inhibition, % at 9.3 µM | AID 504357, 2011; in the data active = inhibition above about 22%, passing the limit was not always enough;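 note: 0% = cells with DMSO and 100% = wells without cells with DMSO; values of inactives mirror those of a sister screen read the other way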
V-ATPase pHluor = regulators of yeast V-ATPase proton pumping, primary screen, pHLuorin cytosolic pH fluorescence; 350,000 compounds, 0.37% hits; S. cerevisiae; AID 504577, 2011; response, % at 10 µM; in the data active = response mostly above about 7.3%, no sharp cut-off; inactive = mostly below about 5.4%; note: actives read high; inactives centre near 0; some compounds called inactive have numbers as strong as hits; reference of the scale not given here
* hit, by the source's call; / = not tested or not shown.

The first 2 entries, ahead of the listing:
Below each compound: Cardiac RTF inh	MOR-DOR ag	HTR5A ag ctr	HTR5A inv ag	LANA DNA inh	RTF Ca sens act	CAL-PDZ inh HTS	Keap1-Nrf2 PPI	MOR-DOR inv ag	V-ATPase pHluor
[1] CC(C)N1CCN(Cc2ccc(OCc3ccccc3)cc2)CC1CCO (stereo not drawn)
→ -15	-1.1	0	5	1.4	1	/	-1	5	-2
[2] Cc1ccc(CNC(=O)CSc2nc(=O)n3ccccc3n2)cc1
→ -7	-0.9	1	-4	0.3	-4	/	0	5	-5

The list itself, repeating the preview:
Below each compound: Cardiac RTF inh	MOR-DOR ag	HTR5A ag ctr	HTR5A inv ag	LANA DNA inh	RTF Ca sens act	CAL-PDZ inh HTS	Keap1-Nrf2 PPI	MOR-DOR inv ag	V-ATPase pHluor
[1] CC(C)N1CCN(Cc2ccc(OCc3ccccc3)cc2)CC1CCO (stereo not drawn)
→ -15	-1.1	0	5	1.4	1	/	-1	5	-2
[2] Cc1ccc(CNC(=O)CSc2nc(=O)n3ccccc3n2)cc1
→ -7	-0.9	1	-4	0.3	-4	/	0	5	-5
[3] O=C(NC(=S)N(CCCCO)C1CCCCC1)c1sc2ccccc2c1Cl
→ -6	1.9	4	-9	1.7	-1	-3	-3	-11	2
[4] CCC1CCCCN1CCCNC(=O)c1ccc2c(c1)N(Cc1ccc(F)cc1)C(=O)c1ccccc1S2=O (stereo not drawn)
→ -2	-0.2	4	-5	0.3	4	-4	-3	1	1
[5] COc1ccccc1NC(=O)CSc1nnc(-c2ccccn2)o1
→ 5	2.7	7	-20	-0.9	-1	1	-9	-22	0
[6] Cc1c(NC(=O)COC(=O)Cn2cc(C(F)(F)F)ccc2=O)cccc1[N+](=O)[O-]
→ -9	2.2	-7	16	1.0	2	0	-4	-9	-6
[7] O=C1CN(C(=O)c2ccccc2F)C(c2ccc(F)cc2)c2cc(F)ccc2N1 (stereo not drawn)
→ -13	-1.5	6	-24	0.2	2	-2	4	8	0
[8] N/C(=N\NS(=O)(=O)c1ccc(Cl)cc1)c1ccccn1
→ -6	-2.1	5	-13	-2.5	-4	-3	-3	11	4
[9] CCOc1ncccc1C(=O)Nc1nnc(C2CC2)s1
→ 4	-1.4	1	-3	-0.3	1	0	0	7	0
[10] CC(C)NCC(O)COCCOc1ccc(C(C)(C)C)cc1 (stereo not drawn)
→ 1	0.0	-3	9	-0.7	3	-3	-3	0	-2
[11] COc1cc(C2NCC(c3ccc(Cl)cc3Cl)c3c2[nH]c2ccccc32)cc(OC)c1OC (stereo not drawn)
→ -3	6.7	-1	2	-0.7	5	/	-6	-35	3
[12] CC(=O)Nc1nc(C=C(Cl)Cl)cs1
→ 8	-1.3	5	3	-1.4	1	-3	-4	8	1
[13] COc1ccc(C(O)Cc2nc3ccccc3n2C)cc1OC (stereo not drawn)
→ -1	1.2	0	1	-0.4	-2	-3	-4	-7	-3
[14] Cc1c(CN2CCCC(C(=O)c3cccc(Cl)c3)C2)c(=O)n(-c2ccccc2)n1C (stereo not drawn)
→ -6	-2.1	0	-9	-0.5	-1	-3	-1	10	3
[15] Cc1nn(CC(=O)NC2CCC(C)CC2)c(C)c1[N+](=O)[O-] (stereo not drawn)
→ -2	-3.2	8	-21	1.1	-8	-4	2	12	2
[16] O=c1oc2ccccc2c(NCCO)c1[N+](=O)[O-]
→ -5	-1.2	4	-3	0.8	0	/	1	6	-2
[17] C=CCN(CC=C)S(=O)(=O)c1ccc2nsnc2c1
→ -14	0.0	-3	13	0.2	-1	1	0	0	0
[18] COc1ccc(S(=O)(=O)NC(Cc2cnc[nH]2)C(=O)O)cc1 (stereo not drawn)
→ -17	1.9	1	9	1.9	2	3	-7	-9	2
[19] COc1ccc(CCNC(=O)CCCCC(=O)NCCc2ccc(OC)c(OC)c2)cc1OC
→ 1	0.1	7	2	-0.9	4	-1	-2	-1	-5
[20] Cc1cccc(C)c1NC(=O)C(NS(=O)(=O)c1cccs1)c1ccccc1 (stereo not drawn)
→ -3	0.0	0	-1	0.4	7	1	-2	0	-2

Other compounds:
Below each compound: Cardiac RTF inh	MOR-DOR ag	HTR5A ag ctr	HTR5A inv ag	LANA DNA inh	RTF Ca sens act	CAL-PDZ inh HTS	Keap1-Nrf2 PPI	MOR-DOR inv ag	V-ATPase pHluor
[21] CCC(CC)C(=O)Nc1nnc(S(=O)(=O)N2c3ccccc3CC2C)s1 (stereo not drawn)
→ -3	4.5	-1	2	-0.7	5	/	-7	-27	/
[22] Cc1cc(C)cc(N(CC(=O)NCc2ccco2)C(=O)CCC(=O)Nc2ccccn2)c1
→ 2	-2.9	-4	10	-0.3	-2	-2	-1	12	0
[23] Cc1ccnc(NC(=O)CCC(=O)N(CC(=O)NCCc2ccccc2)c2ccccc2F)c1
→ -3	-1.6	1	-4	-0.6	0	-4	2	9	3
[24] CN(C)S(=O)(=O)Oc1ccccc1C(=O)Nc1ccc(F)cc1F
→ 2	0.0	2	-7	-0.8	-1	4	3	0	1
[25] COc1cc2oc3ccc(C#Cc4ccccn4)cc3c(=O)c2cc1OC
→ -8	-0.4	4	-2	0.7	-3	2	-6	3	-3
[26] O=C1NC(=O)/C(=C/c2cc3c(cc2Br)OCO3)S1
→ 1	-2.8	6	-23	-0.2	1	-3	-3	16	2
[27] CC(C)NC(=O)CN1C(=O)C(=O)c2ccccc21
→ -1	-9.4	-3	8	1.2	1	-1	-1	47*	4
[28] COc1ccc(C(=O)OCC(=O)c2cc(OC)ccc2OC)c(OC)c1
→ -6	-0.8	1	15	-2.6	-6	-5	-3	4	0
[29] CC(=O)N1c2ccc(S(=O)(=O)N3CCC(C(=O)N4CCN(c5cc(Cl)ccc5C)CC4)CC3)cc2CC1C (stereo not drawn)
→ -6	2.6	0	-9	-0.4	-4	-3	-3	-14	0
[30] CCn1ncc(Cl)c1C(=O)Nc1ccc2c(c1)CCC2
→ 4	1.4	-1	5	1.1	-4	-5	4	-8	-1
[31] O=C(O)c1ccc(NS(=O)(=O)c2ccc(N3CCCC3)c([N+](=O)[O-])c2)cc1
→ -7	-4.7	-2	9	0.0	-1	-9	-1	21	1
[32] COc1ccccc1NC(=O)CCc1nnc2ccc(NCc3ccco3)nn12
→ -9	-2.1	0	-24	-0.1	-4	2	3	11	-1
[33] O=C(CCCN1C(=O)c2cccc3cccc(c23)C1=O)N1CCN(c2ccc(F)cc2)CC1
→ 6	-0.5	-1	4	-0.2	-2	1	1	3	-2
[34] CC(=O)Nc1nc2cccc([N+](=O)[O-])c2s1
→ 0	-2.2	-1	0	-0.2	5	-3	-2	11	0
[35] COc1ccc(CNC(=O)C(CCSC)NC(=O)c2ccco2)cc1 (stereo not drawn)
→ -9	-1.7	6	0	0.2	-2	-4	2	10	-3
[36] O=C(NCC(=O)N1CCCC1C(=O)O)OC1CCCCC1 (stereo not drawn)
→ 2	-1.4	1	-3	-0.6	-3	-2	1	7	4
[37] CCOc1ccc(S(=O)(=O)N2CCCCC2)cc1NC(=O)CCNC(=O)c1ccco1
→ -6	-3.8	0	-18	0.9	8	2	-3	18	8
[38] O=C(COc1cccnc1[N+](=O)[O-])N1CCc2ccccc21
→ -4	-4.2	-5	12	0.3	-7	-2	-4	21	2
[39] COC(=O)C(C#N)c1nc2ccccc2nc1N1CCCC1 (stereo not drawn)
→ -8	-2.6	2	1	3.3	-1	0	2	11	-3
[40] CC(=O)Oc1ccc2ccccc2c1C(NC(=O)Cc1ccccc1)c1ccc(Cl)cc1 (stereo not drawn)
→ 6	-0.6	5	8	0.1	-2	-1	1	3	-1

Remaining list, next part.
Below each compound: Cardiac RTF inh	MOR-DOR ag	HTR5A ag ctr	HTR5A inv ag	LANA DNA inh	RTF Ca sens act	CAL-PDZ inh HTS	Keap1-Nrf2 PPI	MOR-DOR inv ag	V-ATPase pHluor
[41] N#C/C=C(/N)c1ccc(Br)cc1
→ -5	-1.9	4	-11	0.3	2	-1	5	9	-5
[42] Cc1ccc(N=C2NC(=O)/C(=C/c3cccnc3)S2)c(C)c1
→ -5	0.8	4	10	-1.3	-3	-2	-1	-4	0
[43] COc1ccc(C2C/C(=N\O)C(C)(C)O2)cc1 (stereo not drawn)
→ -8	-0.9	-1	-8	-0.7	1	12	-1	4	1
[44] Cc1ccc(NC(=O)CCC(=O)NNC(=O)c2ccccc2)c(C)c1
→ 4	-0.4	4	-12	-1.2	-4	-1	1	2	0
[45] Cc1cc[n+](-c2[nH]c(=O)sc2/C=N/NC([S-])=Nc2ccccc2)cc1C
→ -66	0.7	-3	-12	48	51*	-7	32*	-4	0
[46] COC(=O)Cn1cnc2sc3c(c2c1=O)CCCC3
→ -4	-2.1	0	0	-0.3	1	0	-2	11	1
[47] Cc1ccc(OCC(O)CN2CCOCC2)cc1 (stereo not drawn)
→ 2	-0.9	-3	11	-1.7	-5	0	1	4	4
[48] CCCC(C)NC(=O)COC(=O)c1ccc2c(c1)C(=O)N(Cc1ccco1)C2=O (stereo not drawn)
→ -24	-0.9	-7	34	-1.8	-1	-1	-3	5	1
[49] O=C(Nc1cc(S(=O)(=O)N2CCOCC2)ccc1Cl)c1cc(=O)c2ccccc2o1
→ -4	-0.5	-4	11	-0.3	6	0	-2	2	0
[50] COc1ccc(N(CC(=O)Nc2cccc(C)c2C)S(=O)(=O)c2c(C)[nH]c(=O)[nH]c2=O)cc1
→ -13	-1.8	5	-15	-0.2	4	-2	-1	9	1
[51] COc1ccc(-n2nc3c(c2NC(=O)C(C)Cl)CSC3)cc1 (stereo not drawn)
→ 4	-0.3	1	16	-1.1	-2	-7	-3	2	-5

Assay outcomes deposited in PubChem by several laboratories.
